Screening results (PubChem BioAssay)
NPY2 pot ag – NPY-Y2 potentiators or agonists, primary screen, cell-based. Neuropeptide Y receptor type 2 (Homo sapiens), P49146. AID 1359, 2008. 0.45% of 220,000 active. activation, % at 3.6 µM. cells expressing NPY-Y2, potentiator/agonist read-out; in the data active means activation above about 27%;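 further: cells stimulated with NPY near EC25 plus isoproterenol at EC100; 0% = vehicle plus submaximal agonist and 100% = vehicle plus saturating agonist; some results beyond the cut were filed as inactive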
p97 inhibitor – inhibitors of human p97 ATPase, primary screen, biochemical | Transitional endoplasmic reticulum ATPase (Homo sapiens), P55072 | recombinant p97 ATPase, Kinase-Glo ATP luminescence, 3 h | inhibition, % at 8 µM | 0.42% of 220,000 active | AID 1481, 2009; in the data active means inhibition above about 15%;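 further: 0% = DMSO vehicle and 100% = wells lacking enzyme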
EP2 antag – human EP2 receptor antagonists, primary screen, TR-FRET cAMP, C6 glioma cells | C6 glioma cells expressing human EP2; cells stimulated with saturating PGE2 | inhibition, % at 25 µM | 0.52% of 260,000 active | AID 1422, 2008;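 active means percent inhibition above 40 after rounding to a whole number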;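 further: rat C6 glioma host cells with rolipram phosphodiesterase inhibitor present; the protocol text gives 20 µM as final concentration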
Target sequence (P43116 whole entry, looked up): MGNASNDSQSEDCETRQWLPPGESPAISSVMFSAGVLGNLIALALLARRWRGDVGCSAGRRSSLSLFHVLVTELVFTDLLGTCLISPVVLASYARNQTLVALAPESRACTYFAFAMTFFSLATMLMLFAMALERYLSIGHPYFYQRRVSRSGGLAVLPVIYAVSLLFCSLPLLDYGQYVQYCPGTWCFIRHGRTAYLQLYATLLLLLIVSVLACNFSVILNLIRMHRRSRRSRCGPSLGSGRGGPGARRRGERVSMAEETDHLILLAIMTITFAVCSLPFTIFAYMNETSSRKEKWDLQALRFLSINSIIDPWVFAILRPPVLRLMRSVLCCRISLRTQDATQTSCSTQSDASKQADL
NPY Y1 blocker – NPY-Y1 receptor antagonists, primary screen, cell-based; Neuropeptide Y receptor type 1 (Homo sapiens), P25929; HEK293-CNG Y1 cells, membrane potential fluorescence; NPY at EC95, then isoproterenol; inhibition, % at 3.6 µM; 1% of 200,000 active; AID 1040, 2008;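 active means inhibition above the campaign mean inhibition of all tested compounds plus 3 SD, cut at about 20% in these data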;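 further: 0% = DMSO wells given NPY plus isoproterenol and 100% = isoproterenol alone without NPY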
Target sequence (P25929 whole entry, looked up): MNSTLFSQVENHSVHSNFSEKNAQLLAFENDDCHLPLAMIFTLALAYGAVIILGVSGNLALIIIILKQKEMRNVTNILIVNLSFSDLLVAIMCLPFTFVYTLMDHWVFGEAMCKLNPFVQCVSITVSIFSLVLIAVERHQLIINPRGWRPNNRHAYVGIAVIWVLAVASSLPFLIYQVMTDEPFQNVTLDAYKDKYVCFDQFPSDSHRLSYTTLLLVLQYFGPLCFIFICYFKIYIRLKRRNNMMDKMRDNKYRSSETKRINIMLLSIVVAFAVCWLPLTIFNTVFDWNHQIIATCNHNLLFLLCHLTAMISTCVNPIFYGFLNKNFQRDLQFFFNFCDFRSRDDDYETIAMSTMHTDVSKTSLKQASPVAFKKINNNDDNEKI
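Material: HEK293 cells with Y1 receptor plus CNG channel; times: compound incubation 1 h at room temperature, readout 45 min post-stimulation; signal: fluorescence, membrane potential probe; read-out basis: fluorescence ratio normalized to % inhibition between controls; benchmarks: full-block control isoproterenol-only wells, zero-block control NPY plus isoproterenol wells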
NPY1 pot ag – NPY-Y1 receptor potentiators or agonists, primary screen, cell-based. Neuropeptide Y receptor type 1 (Homo sapiens), P25929. NPY-Y1 expressing cells, potentiator/agonist activation. activation, % at 3.6 µM. 0.37% of 220,000 active; in the data active means activation above about 33%, passing the limit was not always enough;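 further: cells stimulated with NPY at EC10 then isoproterenol at EC100; 0% = low agonist plus stimulus and 100% = saturating agonist plus stimulus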
EP2 mod – EP2 receptor modulators, cAMP readout, primary screen, cell-based, HTRF cAMP, PGE2 stimulation | Prostaglandin E2 receptor EP2 subtype (Homo sapiens), P43116 | EP2-expressing cells, cAMP HTRF FRET, PGE2 co-stimulation | induction, % at 25 µM | 0.83% of 260,000 active | AID 940, 2007;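 active means compounds whose cAMP rise, as percent of the full-agonist control response, exceeds 60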;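 further: rat C6 glioma line stably carrying human EP2 under a CMV promoter; the protocol text gives 20 µM as final concentration; 100% = response of wells given 1 µM PGE2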
S1P4 ag – S1P4 receptor agonists, primary screen, cell-based; Sphingosine 1-phosphate receptor 4 (Homo sapiens), O95977; S1P4-expressing cell line, agonist reporter assay; activation, % at 4.98 µM; 0.35% of 220,000 active; AID 1509, 2009; in the data active means activation above about 11%;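 further: 0% = DMSO vehicle and 100% = reference agonist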
S1P4 antagonist – S1P4 receptor antagonists, primary screen, cell-based | S1P4-expressing cells, antagonist mode, reporter read-out | inhibition, % at 4.98 µM | Sphingosine 1-phosphate receptor 4 (Homo sapiens), O95977 | 0.26% of 220,000 active | AID 1510, 2009; in the data active means inhibition above about 29%;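 further: 0% = wells stimulated with agonist and 100% = vehicle wells without agonist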
eIF4E 4G PPI – eIF4E–eIF4G protein interaction inhibitors, primary screen, biochemical, uHTS, TR-FRET, eIF4GI fragment | Eukaryotic translation initiation factor 4E (Mus musculus) + Eukaryotic translation … | inhibition, % at 21.7 µM | 0.37% of 220,000 active | AID 782, 2007 | TR-FRET eIF4E-eIF4GI(517-606) binding, 2 h;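 active means inhibition above about 30%, limit read from the data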;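 further: 0% = full FRET control wells and 100% = background wells lacking eIF4GI fragment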
Starred values were filed as active, the others as inactive; / = not tested or not shown; & = joins results of further samples; [ ] = another dose, or the depositor's remark. An excerpt (hit frequency here may not be typical).

No.	compound	EP2 antag	p97 inhibitor	S1P4 ag	NPY1 pot ag	NPY Y1 blocker
1	CC1CCCC(C(=O)O)N1C(=O)CCSC(=O)c1ccccc1 (stereo not given)	10	-2	-0.2	-3	-7
2	O=C(CN1CCC(C(O)(c2ccccc2)c2ccccc2)CC1)Nc1cc(Cl)ccc1Cl	11	0	-1.7	-11	10
3	CC1(C)C2CCC1(C)C1(C2)NC(=O)c2ccccc2O1 (stereo not given)	5	-4	0.8	24	-6
4	Cc1ccc2cc(CN(CC3CCCO3)S(=O)(=O)c3ccccc3)c3nnnn3c2c1 (stereo not given)	14&5	-10	4.8	-1	11
5	CN1CCN(NC(=O)c2cc(-c3cccc(Cl)c3)nc3ccccc23)CC1	5	3	2.2	-7	-1
6	COC(=O)NNC(=O)COc1ccccc1C	11	4	-0.2	-22	8
7	Cc1cc(OC(=O)c2ccc(Cl)cc2)cc(=O)n1C	18	3	0.7	14	0
8	Cn1cc(CNCCN2CCCCC2=O)c(-c2cccc(Cl)c2)n1	3	2	-0.2	22	-4
9	O=C(O)CCC(NC(=O)OCc1ccccc1)C(=O)O (stereo not given)	15	1	1.9	-17	-2
10	O=C(O)COc1ccccc1/C=N/Nc1ccc(S(=O)(=O)N2CCOCC2)cc1[N+](=O)[O-]	5	-4	1.1	18	-4

No.	EP2 mod	S1P4 antagonist	NPY2 pot ag	eIF4E 4G PPI
1	6	-12	-1	9
2	8	-8	-9	-2[fluorescence artefact?]
3	36	7	10	3
4	38&41	3	-13	-5[fluorescence artefact?]
5	-1	-1	1	3
6	4	-8	-1	7
7	3	-23	12	-7
8	8	-5	11	-4
9	16	-4	-3	-10
10	-35	-16	18	2

The closing 6 entries of the part above are carried over, then new ones follow.
No.	compound	EP2 antag	p97 inhibitor	S1P4 ag	NPY1 pot ag	NPY Y1 blocker
5	CN1CCN(NC(=O)c2cc(-c3cccc(Cl)c3)nc3ccccc23)CC1	5	3	2.2	-7	-1
6	COC(=O)NNC(=O)COc1ccccc1C	11	4	-0.2	-22	8
7	Cc1cc(OC(=O)c2ccc(Cl)cc2)cc(=O)n1C	18	3	0.7	14	0
8	Cn1cc(CNCCN2CCCCC2=O)c(-c2cccc(Cl)c2)n1	3	2	-0.2	22	-4
9	O=C(O)CCC(NC(=O)OCc1ccccc1)C(=O)O (stereo not given)	15	1	1.9	-17	-2
10	O=C(O)COc1ccccc1/C=N/Nc1ccc(S(=O)(=O)N2CCOCC2)cc1[N+](=O)[O-]	5	-4	1.1	18	-4
11	Cc1[nH]c(C)c2c(=O)n(-c3ccccc3)ncc12	10	-7	-0.6	-13	0
12	C=CCOc1nc2c(c(=O)n(C)c(=O)n2C)n1Cc1ccc(Cl)cc1Cl	9	-1	2.0	-13	1
13	COc1cc(SC#N)ccc1N=Cc1c(C)[nH]n(-c2ccc(C)c(C)c2)c1=O	10	-35	-0.4	-9	0
14	O=C(COC(=O)CNC(=O)C1CCCCC1)Nc1ccc(Cl)cn1	8	5	0.8	-4	2
15	N#C/C(=N\Nc1cccc2ccccc12)c1nnc2n1CCCCC2	8	2	1.6	1	20*
16	O=C(Nc1ccc(Cl)cc1)c1cccs1	1	6	-1.1	15	-2
17	Fc1ccccc1NC(=S)N1CCN(C/C=C/c2ccccc2)CC1	7	2	-0.2	22	1
18	COc1cc(-c2cccs2)cc(=O)c2c(C)oc(C)c12	6	3	1.6	-1	5
19	Cc1cccc(C2c3[nH]c4ccccc4c3CCN2C(=O)c2ccc(=O)[nH]c2)n1 (stereo not given)	13	17*	3.5	13	1
20	Cc1cc2cc(C)c(SCC(=O)NCc3ccco3)nc2cc1C	13	1	0.1	-9	9

No.	EP2 mod	S1P4 antagonist	NPY2 pot ag	eIF4E 4G PPI
5	-1	-1	1	3
6	4	-8	-1	7
7	3	-23	12	-7
8	8	-5	11	-4
9	16	-4	-3	-10
10	-35	-16	18	2
11	20	-3	-3	-2
12	45	-24	-5	2
13	-4	-13	9	2
14	19	-1	11	1
15	-1	-7	0	0
16	-24	-6	0	7
17	-29	-9	15	11
18	5	4	-9	-6
19	16	1	3	3
20	51	-2	-15	-2

p97 inhibitor, hit marks shown above.
| No. | canonical_smiles | p97 inhibitor | S1P4 ag | NPY1 pot ag | EP2 mod | S1P4 antagonist | NPY2 pot ag | eIF4E 4G PPI |
| --- | --- | --- | --- | --- | --- | --- | --- | --- |
| 19 | Cc1cccc(C2c3[nH]c4ccccc4c3CCN2C(=O)c2ccc(=O)[nH]c2)n1 (stereo not given) | 17* | 3.5 | 13 | 16 | 1 | 3 | 3 |

Carrying on:
No.	compound	EP2 antag	p97 inhibitor	S1P4 ag	NPY1 pot ag	NPY Y1 blocker
21	S=C1Cc2ccccc2N1	6	32*	0.5	11	/
22	CC(=O)c1ccc(OC(=O)C(CCS(C)(=O)=O)N2C(=O)c3ccccc3C2=O)cc1 (stereo not given)	4	-3	0.1	6	-1
23	COCc1cc(C)nc(SCC(=O)Nc2cccc(C)c2)c1C#N	14	2	-3.0	-20	-2
24	CN(C)/C(=N\S(=O)(=O)c1ccccc1)c1ccc([N+](=O)[O-])cc1	9	2	0.3	-2	3
25	O=[N+]([O-])c1ccc(N2CCCCCC2)c(S(=O)(=O)N2CCCCC2)c1	14	0	-2.0	17	4
26	CCn1c(SCC(=O)NCc2ccco2)nnc1C(C)C	3&9	5	-0.1	16	-5
27	CCOC(=O)C1=C(N)n2c(s/c(=C/c3ccccc3)c2=O)=C(C(=O)OCC)C1c1ccccc1 (stereo not given)	/	1	0.2	27	-3
28	COc1ccc(-n2nnnc2SCc2nc(N)nc(N3CCOCC3)n2)cc1	7	1	-0.2	-5	0
29	COc1cccc(NC(=O)CN(C)CC(=O)Nc2ccc3c(c2)CCC3)c1	1	-4	0.9	-16	7
30	N#CC1=C(N)Oc2cc(N)ccc2C1c1ccsc1 (stereo not given)	0	3	-0.8	8	-1

No.	EP2 mod	S1P4 antagonist	NPY2 pot ag	eIF4E 4G PPI
21	-63	35*	-14	-7
22	10	-16	1	2
23	18	-15	-6	1
24	9	-2	3	-2[fluorescence artefact?]
25	40	-1	24	8
26	13&-8	5	9	-3
27	19	-4	8	-3
28	0	-10	-15	1
29	-24	-15	-8	3
30	12	-9	-8	1

Going on with the list:
No.	compound	EP2 antag	p97 inhibitor	S1P4 ag	NPY1 pot ag	NPY Y1 blocker
31	CCOc1ccc(C2/C(=C(\O)c3cccc(OC)c3)C(=O)C(=O)N2c2cc(C)on2)cc1OC (stereo not given)	13	7	-1.4	10	-2
32	CC(=O)Nc1cccc(OCCCNS(=O)(=O)c2ccc(F)cc2)c1	14	1	1.0	18	/
33	CCn1c(C(O)c2ccccc2)nc2ccccc21 (stereo not given)	6	0	0.9	6	0
34	CCOC(=O)Cc1c[nH]c(=S)[nH]c1=O	3	5	-0.2	14	/
35	COc1ccc(C(=O)O)cc1F	27	3	0.8	6	5
36	O=c1cc(/N=C/c2coc3cc(Br)ccc3c2=O)[nH]c(=S)[nH]1	12	8	1.4	-14	/
37	C=CCn1c(=O)c2c(C)c(C)sc2n2c(Nc3ccccc3)nnc12	5	-5	-0.7	-17	5
38	Cc1ccc(NC(=O)CN2C(=O)N/C(=C/c3cc(C)n(-c4cccc(C(=O)O)c4)c3C)C2=O)cc1	8	8	2.1	17	-3
39	Cc1c(NC(=S)NC(=O)C(c2ccccc2)c2ccccc2)cccc1C(=O)O	6	0	2.1	4	-6
40	CC(C)Cc1cc(CN2CCC(CO)(Cc3cccc(C(F)(F)F)c3)CC2)[nH]n1	10	2	0.1	-1	9

No.	EP2 mod	S1P4 antagonist	NPY2 pot ag	eIF4E 4G PPI
31	17	-13	-3	10
32	-15	-16	-6	3
33	41	9	0	3[fluorescence artefact?]
34	7	-5	-5	5
35	16	0	-9	0
36	-11	-10	-18	-4
37	19	-15	-7	2
38	25	4	-9	35*
39	22	4	2	-7[fluorescence artefact?]
40	-60	2	-6	0

(listing goes on)
No.	compound	EP2 antag	p97 inhibitor	S1P4 ag	NPY1 pot ag	NPY Y1 blocker
41	COc1ccc(COc2cc(-c3cccc(OC)c3)nc3ccc(NC(=O)c4ccc(N(C)C)cc4)cc23)cc1	17	3	0.7	-32	43*
42	CC(=O)C1=C(O)C(=O)N(CCCCCC(=O)O)C1c1ccc(N(C)C)cc1 (stereo not given)	5	0	0.4	5	-5
43	O=C(c1ccccc1)N1CCN(S(=O)(=O)c2ccccc2)CC1	3	0	-0.4	-14	/
44	O=[N+]([O-])c1ccc(N2CCN(Cc3ccccc3)CC2)c(S(=O)(=O)N2CCOCC2)c1	8	-2	3.3	-1	12
45	O=C(COc1ccccc1)Nc1ccc(CSc2ccccc2)cc1	9	1	1.5	-1	8
46	CN(Cc1ccccc1)Cc1nc2c([nH]1)c(=O)n(C)c(=O)n2C	7	-1	2.0	-29	-1
47	c1ccc(NCc2nnc3n2CCCCC3)cc1	9	4	-3.8	6	12
48	CCn1ncc(Br)c1C(=O)Nc1ccc(C(=O)OC(C)C)cc1	20	-2	1.3	-35	6
49	O=C(NCCOc1ccccc1Cl)c1ncn[nH]1	5	1	0.1	-11	9
50	Cc1ccc(C(=O)O)cc1NC(=O)Nc1ccc2c(c1)OCO2	14	5	-0.6	5	1

No.	EP2 mod	S1P4 antagonist	NPY2 pot ag	eIF4E 4G PPI
41	0	10	-2	3[fluorescence artefact?]
42	14	1	-4	3
43	-20	11	-6	0
44	-6	-7	3	1
45	-13	-27	14	-15
46	-18	-5	-14	-1
47	26	-9	9	4[fluorescence artefact?]
48	-2	-3	-26	7
49	-12	-7	-22	-1
50	18	-10	-7	0

(listing goes on)
No.	compound	EP2 antag	p97 inhibitor	S1P4 ag	NPY1 pot ag	NPY Y1 blocker
51	O=C(Nc1ccccc1Cl)c1cc(S(=O)(=O)N2CCOCC2)cs1	3	3	-0.4	-1	0
52	O=C(CC(Nc1cccc(Cl)c1Cl)C(=O)O)c1ccccc1 (stereo not given)	6	6	0.7	-1	5
53	Cc1cc(Nc2ccccc2)nc(NCc2ccccc2)n1	6	1	1.6	-24	5
54	COc1ccccc1NC(=O)CSc1nc(N)c(-c2ccccc2)c(=O)[nH]1	7	2	-0.3	-6	74*
55	COC(=O)c1c(-c2cccnc2)csc1NC(=O)c1cc(C)on1	5	-8	-0.2	2	6
56	C(=C\c1nc(-c2ccccc2)no1)/c1ccccc1	9	6	-0.2	-2	1
57	OCc1cn(-c2ccc(Cl)cc2)nn1	5	5	0.9	-5	-2

No.	EP2 mod	S1P4 antagonist	NPY2 pot ag	eIF4E 4G PPI
51	-9	-6	-14	-2
52	-47	-4	-2	1
53	19	-7	-17	7[fluorescence artefact?]
54	-5	2	-45	-2
55	24	0	6	-1
56	5	-5	1	-5[fluorescence artefact?]
57	7	-4	-5	0
